Screens from PubChem.
RmlC RmlD mix: mixture blocks RmlC and RmlD coupled enzyme activity; 0.39% of 110,000 active; RmlC/RmlD coupled enzyme inhibition, 384-well mixture HTS; inhibition, % at 5.5 µM; in the data active = inhibition above about 30%, passing the limit was not always enough; note: strong numbers were not always called active
RT RNaseH block: blocks HIV-1 RNase H cleavage of RNA/DNA duplex; AID 565; 1.9% of 65,000 active; inhibition, % at 10 µM; P04585; RT-RNase H RNA/DNA duplex cleavage, fluorescence; in the data active = inhibition above about 50%
An asterisk follows results filed as active; . = not tested or not shown.

Below each compound – RmlC RmlD mix	RT RNaseH block
1: O=C(Nc1ccccn1)c1ccco1
  5	.
2: Cc1cc(NC(=O)c2cc3n(n2)C(C(F)(F)F)CC(c2ccco2)N3)n(-c2ccccc2)n1 (centres undefined)
  6	62*
3: CCOc1ccc(N(C(=O)Nc2ccccc2)C2=NCCC2)cc1
  7	.
4: c1ccc(-c2nc3ccccc3nc2N2CCOCC2)cc1
  -9	-20
5: CN1C(=O)CC(C(=O)O)SC1=Nc1cccc(C(F)(F)F)c1 (centres undefined)
  6	-6
6: COc1ccc2c(c1)CCCC21NC(=O)N(CC(N)=O)C1=O (centres undefined)
  2	.
7: CCCCCn1c(CCNC(=O)CCC)nc2ccccc21
  -12	-4
8: Cc1ccc(NC(=O)CN(c2cc(C)cc(C)c2)S(=O)(=O)c2c(C)noc2C)nc1
  -9	-8
9: Cc1ccc(N2CC(C(=O)Nc3cccnc3)CC2=O)cc1 (centres undefined)
  4	-55
10: O=C(Nc1ccc2c(c1)ncn2C1CCCCC1)c1ccco1
  6	-16
11: CCC/C(O)=C1\C(=O)CC(c2ccccc2)CC1=NCCc1c(C)[nH]c2ccc(C)cc12 (centres undefined)
  -4	.
12: Cc1ccc(C(=O)CCC(=O)Nc2cccnc2)cc1C
  -2	-6
13: O=C(N/N=C/c1ccc(OC(=O)c2cccs2)cc1)c1cccc(F)c1
  -18	.
14: CC1(C)Oc2ccc3ccc(=O)oc3c2/C(=C/NCCO)C1=O
  22	-26
15: COc1ccc(Nc2nc(OC)nc(N3CCN(c4ccc(OC)cc4)CC3)n2)cc1
  10	10
16: O=S(=O)(N[C@@H]1C[C@H]2CC[C@@H]1C2)c1cccs1
  -9	-16
17: O=C(N[C@@H](Cc1ccccc1)C(=O)O)c1cccnc1
  -8	2
18: OC(COc1ccc2c(c1)CCC2)CN1CCN(c2ccccc2F)CC1 (centres undefined)
  -4	-4
19: CCCCOc1ccccc1C1NC(=O)NC(C)=C1C(=O)OCCOCC (centres undefined)
  -3	-19
20: Cc1cc2cc(CN(CC3CCCO3)C(=O)c3cnccn3)c(=O)[nH]c2cc1C (centres undefined)
  -6	-12
21: O=C(CN1CCN(c2ccccn2)CC1)N1c2ccccc2CCc2ccccc21
  1	-2
22: CCC(C(=O)Nc1nc(C)cs1)c1ccccc1 (centres undefined)
  3	3
23: CCOc1cc2c(cc1OCC)C(C(=O)O)C(c1ccc(OC)c(O)c1)N(C)C2=O (centres undefined)
  7	-1
24: C=C1CCN([C@@H](CC(C)C)C(=O)Nc2ccc(OC)cc2)S(=O)(=O)c2ccccc21
  -8	.
25: CN(C)CCCCCNCCCNC(=O)/C=N\O
  72	6
26: CCOc1ccc(Br)cc1-c1noc(-c2cccs2)n1
  0	2
27: CCOC(=O)c1cc(-c2ccc(C)o2)nn1CCC#N
  -4	3
28: O=C(CSc1ncnc2c1nnn2-c1ccc(F)cc1)NCc1ccco1
  12	-1
29: CCC1(CC)C(=O)C(C)(C)C(=O)OC1c1ccccn1 (centres undefined)
  10	-5
30: Cc1cc(C)nc(NCC(O)COc2ccccc2C)n1 (centres undefined)
  37	-9
31: COc1cc(OC)cc(-c2nnc(SCc3cccnc3)o2)c1
  -15	-17
32: CCN(CC)C(=O)C(=O)Nc1cc(C(F)(F)F)ccc1Cl
  10	.
33: Cc1ccc(NC(=S)NC(NC(=O)c2ccccc2C)C(Cl)(Cl)Cl)c(C)c1 (centres undefined)
  -11	.
34: Cc1cc(C)cc(SCc2noc(C(=O)NCCC(C)C)c2C(=O)NCCC(C)C)c1
  6	.
35: Cc1cc(Cl)ccc1OCC(=O)N1CCN(C)CC1
  .	-13
36: O=C(NNS(=O)(=O)c1ccc(Cl)cc1)NC1CCCCC1
  -4	.
37: O=C(Nc1ccc2nc(C3CC3)n(Cc3ccc(F)cc3)c(=O)c2c1)c1ccco1
  -9	-5
38: COC(=O)c1ccc2c(c1)NC1=C(C(=O)CC(C)(C)C1)C(c1ccncc1)N2 (centres undefined)
  .	0
39: COc1ccc(C2C(C(=O)N3CCC(C)CC3)c3ccccc3C(=O)N2C)cc1 (centres undefined)
  -13	-5
40: Cc1ccc2c(c1)N(CCC(=O)NCCN1CCOCC1)C(=O)CO2
  9	-1
41: CCOC(=O)c1sc(NC(=O)C(CC)Sc2nc3ccccc3[nH]2)nc1C (centres undefined)
  9	.
42: O=C(NC1CCCCCCC1)C1=COCCO1
  6	-11
43: CCCCN(C)C(=O)CCC(=O)Nc1ccc2nc(N3CCOCC3)cc(C)c2c1
  28	-8
44: O=C(COc1ccccc1O)c1cccs1
  -7	-9
45: CC(C)[C@H](NC(=O)NCc1cccs1)C(=O)O
  149	-5
46: COCCCNc1nc2c(c(=O)[nH]c(=O)n2C)n1CCCc1ccccc1
  7	2
47: COC(=O)CSc1c(-c2ccccc2)c2cc(Cl)ccc2[nH]c1=O
  7	.
48: O=C(CSC1c2ccccc2C(=O)N1c1ccccc1)N1CCOCC1 (centres undefined)
  -28	.
49: CCC(C)NC(=O)CS(=O)Cc1nc(-c2ccccc2C)oc1C (centres undefined)
  .	-8
50: Cc1cccc(CN2CCC(CNC(=O)CCNC(=O)Cn3ccc4ccccc4c3=O)CC2)c1
  5	.
51: COc1cccc(C2=CC(c3ccc(OC)c(OC)c3OC)n3nnnc3N2)c1 (centres undefined)
  -9	-16
52: COc1cccc(NC(=O)CSCc2n[nH]c(=O)[nH]2)c1
  -12	4
53: Cc1cccc2cc(C#N)c(NCCNC(=O)NC3CCCCC3)nc12
  -10	31
54: CN(C)S(=O)(=O)N(CC(=O)N1CCOCC1)c1ccccc1
  4	31
55: COc1ccc(-n2nnnc2SCC(=O)Nc2nnc(C)s2)cc1
  -21	.
56: CCN(CC)S(=O)(=O)c1cccc(C(=O)OCC(=O)N2CC(=O)Nc3ccccc32)c1
  -3	-11
57: CCc1ccc(NC(=O)C2C3C=CC(C4CC34)C2C(=O)O)cc1 (centres undefined)
  -14	.
58: CCCc1cc(=O)[nH]c(SCC(N)=O)n1
  -17	-30
59: COc1cc(C(=O)NCCN2CCOCC2)cc(OC)c1OC
  1	.
60: C=CCn1c(SCC(=O)c2ccc(OC)cc2)nnc1-c1cc2cccc(OC)c2o1
  -19	9

From entry 58 as far as 60, copied from above:
Below each compound – RmlC RmlD mix	RT RNaseH block
58: CCCc1cc(=O)[nH]c(SCC(N)=O)n1
  -17	-30
59: COc1cc(C(=O)NCCN2CCOCC2)cc(OC)c1OC
  1	.
60: C=CCn1c(SCC(=O)c2ccc(OC)cc2)nnc1-c1cc2cccc(OC)c2o1
  -19	9

The listing continues:
Below each compound – RmlC RmlD mix	RT RNaseH block
61: COC(=O)c1cc(NS(=O)(=O)c2ccc(N3CCCCC3)c([N+](=O)[O-])c2)cc(C(=O)OC)c1
  4	.
62: CCS(=O)(=O)N1CCN(Cc2ccncc2)CC1
  -11	-9
63: COC(=O)c1c(NC(=O)C(C)(C)C)sc2c1C(C(=O)OC)CC2 (centres undefined)
  -10	.
64: O=C(CSc1nnc(-c2cccs2)o1)NCC1CN(Cc2ccccc2)CCO1 (centres undefined)
  4	4
65: CCCc1cc(-c2nc(N)ncc2-c2ccc3c(c2)OCCCO3)c(O)cc1OC
  13	50
66: Cc1ccccc1Cn1cc(NC(=O)c2cc3nc(-c4ccco4)cc(C(F)(F)F)n3n2)cn1
  -10	-4
67: Cc1c(C(=O)OC(C)C(C)C[N+](C)(C)C)oc2ccccc12 (centres undefined)
  8	.
68: O=C(O)CSc1nc2ccccc2c(=O)[nH]1
  8	.
69: Cc1nc(NC(=O)c2ccc(Br)o2)sc1C
  -8	.
70: CC(C)NC(=O)c1noc2cc([N+](=O)[O-])ccc12
  10	.
71: O=c1cc(NCC2CCCO2)[nH]c(=O)n1-c1ccc(Cl)cc1 (centres undefined)
  -9	-2
72: CCCS(=O)(=O)N1CCC(C(=O)N2CCOCC2)CC1
  8	-22
73: NNC(=O)c1cn2ccccc2n1
  3	.
74: Cc1oc2ccc(O)c(CN3CCOCC3)c2c1C(=O)c1ccc(Cl)cc1
  7	-7
75: COc1ccc(OCCn2cncn2)cc1
  5	.
76: Nc1nnnn1/N=C\c1ccc(Cl)c([N+](=O)[O-])c1
  -2	.
77: Cc1ccc2nc(-c3ccc(NC(=O)CN(c4ccccc4C)S(C)(=O)=O)cc3)sc2c1
  -15	.
78: Cn1c2ccccc2c2nnc(SC3CCOC3=O)nc21 (centres undefined)
  10	-8
79: Cc1ccsc1CNn1cnnc1SCc1ccccc1F
  3	-23
80: COc1ccc(-c2cc(C(F)(F)F)n3nc(C(=O)N4CCCCC4)cc3n2)cc1OC
  8	.
81: Cc1ccc(S(=O)(=O)N2CCC(=O)N(C(COCc3ccc(Cl)cc3)C(C)C)CC2)cc1 (centres undefined)
  7	.
82: N#Cc1c(N)nc2c(c1-c1ccncc1)CCCC2
  -5	-16
83: CC1(C)C(O)=C(c2nc3ccccc3[nH]2)C(=N)N1c1ccccc1
  -33	.
84: COCCn1c(-c2ccc(OC)cc2)cnc1N
  145	-7
85: CCc1ccccc1NC(=O)NC1CC2CCC(C1)N2Cc1cccs1 (centres undefined)
  -10	.
86: CON(C)c1nc(C2CCCCC2)c2cc(C)ccc2n1
  7	.
87: CCCCNC(=S)NCCN1CCCCC1
  -10	.
88: COc1c(Cl)cc(-c2noc(C)c2C(=O)NC(C)C)cc1Cl
  -15	-8
89: CCOC(=O)CC1C(=O)NCCN1C(=O)Nc1ccccc1 (centres undefined)
  0	2
90: COC(=O)C1=C(c2ccccc2)C[C@@H]2CC[C@H]1N2C(=O)NC1CC1
  9	.

Reprinted at random: six records from the list.
Below each compound – RmlC RmlD mix	RT RNaseH block
87: CCCCNC(=S)NCCN1CCCCC1
  -10	.
88: COc1c(Cl)cc(-c2noc(C)c2C(=O)NC(C)C)cc1Cl
  -15	-8
66: Cc1ccccc1Cn1cc(NC(=O)c2cc3nc(-c4ccco4)cc(C(F)(F)F)n3n2)cn1
  -10	-4
71: O=c1cc(NCC2CCCO2)[nH]c(=O)n1-c1ccc(Cl)cc1 (centres undefined)
  -9	-2
39: COc1ccc(C2C(C(=O)N3CCC(C)CC3)c3ccccc3C(=O)N2C)cc1 (centres undefined)
  -13	-5
55: COc1ccc(-n2nnnc2SCC(=O)Nc2nnc(C)s2)cc1
  -21	.

(further entries)
Below each compound – RmlC RmlD mix	RT RNaseH block
91: CN(C)S(=O)(=O)c1ccc(NC(=O)c2cc3ccccc3o2)cc1
  42	-13
92: Cc1c(NC(=O)CN2CC(C)OC(C)C2)c(=O)n(-c2ccccc2)n1C (centres undefined)
  7	10
93: COc1cc2ccc(=O)oc2c2ccoc12
  0	.
94: CCOCCCNC(=O)C(c1ccc(Cl)cc1)N1CCN(C(=O)c2ccco2)CC1 (centres undefined)
  8	-3
95: CN(C(=O)CSc1nnnn1-c1ccccc1)C1CCCCC1
  -3	-8
96: COC(=O)CSc1nnc2c3c4c(sc3nc(-n3nc(C)cc3C)n12)COC(C)(C)C4
  4	15
97: COc1cccc(OC)c1OCCCSc1nc(C)cc(=O)[nH]1
  4	-1
98: COc1cccc(NS(=O)(=O)c2c(C)cc(C)cc2C)c1
  -9	-34
99: Cc1ccc(CNC(=O)/C(C#N)=C/c2ccc(C)s2)cc1
  -6	.
100: CCCN1CCN(C(=O)C2CCN(S(=O)(=O)c3ccc4c(c3)oc(=O)n4C)CC2)CC1
  8	-11
101: CCOC(=O)NC1(C(F)(F)F)C(=O)NC(C)=C1C#N (centres undefined)
  -13	-8
102: CCN(CC)C(=O)C1CCN(S(=O)(=O)c2ccc(C3CNC(=O)C3)cc2)CC1 (centres undefined)
  7	0
103: COc1ccc2cc(CN(CCCN3CCOCC3)Cc3nnnn3C3CCCC3)c(=O)[nH]c2c1
  5	-12
104: Cc1ccc(CNC(=O)c2coc(=O)c3ccccc23)o1
  5	-18
105: CC(=O)c1c(C)[nH]c(C(=O)NCc2ccccn2)c1C
  -11	-14
106: Cc1ccc2c(c1)C(c1ccc(N3CCOCC3)cc1)=NNC(c1cccs1)=N2
  -16	.
107: Cc1cc(OCC(=O)NCCO)ccc1Cl
  9	-3
108: CCCCCCN1Cc2ccccc2C1
  -13	-3
109: O=S(=O)(c1ccc(Cl)cc1)N1CCn2c1nc1ccccc12
  -9	.
110: CCc1cc2c(=O)c(-n3cnc4ccccc43)coc2cc1O
  23	-18
111: Cc1nc2cc(C(F)(F)F)ccc2n1C1CCN(Cc2nnnn2CCc2ccccc2)CC1
  23	.
112: CC1CCN(c2c([N+](=O)[O-])nn(-c3ccc4c(c3)OCCO4)[n+]2[O-])CC1
  1	.
113: O=C1CN(C(=O)CN2CCCC2)C(c2ccccc2)c2cc(Br)ccc2N1 (centres undefined)
  4	1
114: C[n+]1cnn2c1SCC1(COC1)C2
  8	-4
115: COc1cc(/C=N/n2cnnc2)ccc1OC(=O)c1cccnc1
  -13	-5
116: CCOC(=O)CNC(=O)CSc1nc2nc(C)c(Br)cc2[nH]1
  13	-1
117: O=c1[nH]c2ccccc2c2nc3ccccn3c12
  -9	-17
118: COc1ccc(CN2C(=O)c3ccccc3C(/C=N\OCc3ccc(C)cc3)C2=O)cc1 (centres undefined)
  -38	.
119: COc1ccc(N2CCN(CCC(N)=O)CC2)cc1
  4	.
120: COCC(=O)OCC(=O)Nc1cc(C(C)(C)C)nn1-c1ccccc1
  -71	.
121: O=C(Cc1ccccc1)Nc1ccc(N2CCN(Cc3ccccc3F)CC2)cc1
  8	.
122: CNC(=O)c1ccc(CNC(=O)OCC(F)(F)F)cc1
  11	.
123: CN(c1ccccc1C(=O)N1CCc2ccccc2C1)S(C)(=O)=O
  -11	3
124: COc1ccc(OC)c(C2=NOC(C(=O)NCCN3CCOCC3)C2)c1 (centres undefined)
  10	-6
125: CC1(C)Cc2c(c(-c3ccccc3)nc3[nH][nH]c(=O)c23)CO1
  1	-3
126: COC(=O)c1ccc(NC(=O)c2ccccc2)o1
  -6	.
127: O=C(CCN1C(=O)C2C3C=CC(C3)C2C1=O)NCCc1ccccc1Cl (centres undefined)
  2	-15
128: Cc1ccccc1OCCCC(=O)NCc1ccco1
  9	.

Among those listed so far, two have a tert-butyl group.
Below each compound – RmlC RmlD mix	RT RNaseH block
63: COC(=O)c1c(NC(=O)C(C)(C)C)sc2c1C(C(=O)OC)CC2 (centres undefined)
  -10	.
120: COCC(=O)OCC(=O)Nc1cc(C(C)(C)C)nn1-c1ccccc1
  -71	.

Not all compounds are listed, so the mix of outcomes need not match the whole.
